USP1-UAF1 inh = USP1/UAF1 (human) deubiquitinase inhibition | O94782 | Potency, µM (series often up to 57.1 µM), for the others: at the highest dose activity change, negative = inhibition, most hits filed as inhibitors | recombinant USP1/UAF1, Ub-Rhodamine cleavage fluorescence | AID 743255 | actives 0.23% (n = 390,000); note: potency is the fitted concentration of half-maximal effect; % is set by controls: 0 for no effect and ±100 for the full control effect; nearly all actives have a fitted effect of over 60% in size; inactives centre near -12
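In this screen, compounds sit with the deubiquitinase complex (1nM) for 15 min at room temperature before Ub-Rho is added at 150nM final. Fluorescence rise is then followed for 6 reads every 60 seconds.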
rTrxR1 inhibitor = rat TrxR1 inhibition | O89049 | recombinant rTrxR1, NADPH fluorescence consumption, selenite substrate | Potency, µM (top dose mostly 114 µM), without a hit: at the top dose activity change, negative = inhibition, actives largely listed as inhibitors | actives 1% (n = 390,000) | AID 588453; note: potency is the fitted concentration of half-maximal effect; % is set by controls: 0 for no effect and ±100 for the full control effect; nearly all actives have a fitted effect of over 65% in size
Target sequence (O89049 whole entry, looked up): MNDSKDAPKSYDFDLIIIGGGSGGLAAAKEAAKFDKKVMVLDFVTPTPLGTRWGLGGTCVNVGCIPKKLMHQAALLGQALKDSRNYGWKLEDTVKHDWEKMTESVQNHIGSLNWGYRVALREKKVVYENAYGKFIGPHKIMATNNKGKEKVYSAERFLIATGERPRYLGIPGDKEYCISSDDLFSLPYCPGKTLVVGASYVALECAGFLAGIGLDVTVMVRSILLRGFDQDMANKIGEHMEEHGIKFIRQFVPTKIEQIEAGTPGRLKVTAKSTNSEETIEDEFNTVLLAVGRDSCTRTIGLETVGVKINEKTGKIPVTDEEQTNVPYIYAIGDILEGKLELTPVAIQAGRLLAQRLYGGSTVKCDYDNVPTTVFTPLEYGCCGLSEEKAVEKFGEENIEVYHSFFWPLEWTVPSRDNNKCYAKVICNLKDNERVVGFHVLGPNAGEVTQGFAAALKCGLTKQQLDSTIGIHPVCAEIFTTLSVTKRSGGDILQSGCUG
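Rat TrxR1 (90 nM in the dispensed reagent) was pre-reduced with 400 uM NADPH for 5 min at room temperature, then incubated with compound for 15 min. After 400 uM selenite was added, NADPH fluorescence (Ex 340/Em 450 nm) was followed for 8 min.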
D2 antag = antagonists of human D2 dopamine receptor; inhibition, % at 10 µM; P14416; actives 2% (n = 340,000); HEK293 TREx D2 cells, calcium flux, dopamine EC80; in the data active = inhibition above about 30%; note: 0% is about no effect
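In this primary screen, negative modulation is detected by tracking calcium flux after an EC80 dopamine challenge in inducible HEK293 T-REx D2 cells preexposed to test compound for 180 s.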
Pin1 inhibitor = inhibitors of human Pin1; Pin1 FP peptide displacement, HiFluor488, 10 min; actives 0.009% (n = 390,000); AID 504891; Q13526; Potency, µM (top dose mostly 115 µM), without a hit: at the top dose activity, negative = inhibition, hits mostly inhibitors; active = well fitted inhibition curve with a large enough effect in the polarisation, with a control signal flat, not every such curve was filed as active; inconclusive = small, poorly fitted or top-dose-only effect, or effect the other way, or a change in a side signal; inactive = no such curve, though single readings can be large or run the other way; the % refers to the polarisation; note: potency is the fitted concentration of half-maximal effect; % is set by controls: 0 for no effect and ±100 for the full control effect
Target sequence (Q13526 whole entry, looked up): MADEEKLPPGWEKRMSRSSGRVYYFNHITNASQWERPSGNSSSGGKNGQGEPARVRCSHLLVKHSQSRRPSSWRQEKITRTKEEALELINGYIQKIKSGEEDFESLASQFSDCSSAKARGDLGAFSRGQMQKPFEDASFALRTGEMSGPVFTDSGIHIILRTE
TRHR agonist = agonists of human TRH receptor | P34981 | TRHR cells, calcium flux fluo-8, FDSS agonist mode | activation, % at 2 µM | actives 0.18% (n = 360,000) | AID 493084; in the data active = activation above about 30%; note: 0% is about no effect
Target sequence (P34981 whole entry, looked up): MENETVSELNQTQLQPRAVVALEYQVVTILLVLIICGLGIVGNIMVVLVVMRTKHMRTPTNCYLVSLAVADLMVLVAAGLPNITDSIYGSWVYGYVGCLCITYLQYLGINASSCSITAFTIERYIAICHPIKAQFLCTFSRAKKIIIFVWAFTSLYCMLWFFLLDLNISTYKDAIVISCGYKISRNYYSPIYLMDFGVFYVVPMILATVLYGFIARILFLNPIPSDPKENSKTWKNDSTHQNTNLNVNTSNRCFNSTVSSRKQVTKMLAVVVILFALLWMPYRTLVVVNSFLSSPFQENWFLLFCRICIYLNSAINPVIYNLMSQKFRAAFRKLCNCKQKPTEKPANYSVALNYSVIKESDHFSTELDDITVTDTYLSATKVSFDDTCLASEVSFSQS
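Steps: seed TRHR cells overnight; add fluo-8 no-wash Ca dye, RT 30 min–1.5 h; record 10 s baseline; pin-transfer compounds; monitor fluorescence 1 cycle/s for the agonist window. Calcium increases flag candidate agonists.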
TRHR PAM = allosteric enhancers of human TRH receptor. enhancement, % at 2 µM. actives 0.66% (n = 360,000). TRHR cells, fluo-8 calcium fluorescence, EC20 TRH enhancement. P34981; in the data active = enhancement above about 30%; note: 0% is about no effect
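TRHR-expressing cells loaded with fluo-8 calcium dye were read kinetically (ex 480/em 530) during compound addition, then stimulated with an EC20 of TRH (10 nM final). Enhancement of the Gq-mediated intracellular calcium response was scored.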
IDH1 R132H inh = human IDH1 R132H inhibition. IDH1-R132H enzyme, NADPH consumption, diaphorase/resazurin fluorescence. O75874. AID 602179. actives 0.093% (n = 390,000). Potency, µM (highest dose often 76.6 µM), for inactives: at the highest dose activity change, negative = inhibition, most hits filed as inhibitors; note: potency is the fitted concentration of half-maximal effect; % is set by controls: 0 for no effect and ±100 for the full control effect; nearly all actives have a fitted effect of over 65% in size
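IDH1-R132H (0.5 ug/mL dispensed) in pH 7.5 Tris buffer was preincubated 30 min with compound, then given a substrate mix of 0.016 mM NADPH and 2 mM alpha-KG for 80 min at room temperature; remaining NADPH was read by diaphorase/resazurin fluorescence.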
D2 agonist = activates the human D2 dopamine receptor. P14416. activation, % at 2 µM. actives 0.53% (n = 340,000). HEK293 T-REx D2 cells, calcium flux agonist mode. AID 485358;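 active = activation over 3 SD above normal in the single-dose calcium agonist read, cut at about 30% in these data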; note: 0% is about no effect
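HEK293 Trex D2 cells, tetracycline-induced, o/n 30 C 5% CO2; no-wash Ca dye, RT 30–90 min; 10-cycle baseline, 23 nl cpd added, kinetic Ca read 180 s; agonist hits = positive Ca response.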
TrxR1 substrate = substrates of rat thioredoxin reductase 1. O89049. purified TrxR1 substrate turnover, NADPH consumption readout. Potency, µM (doses to about 114 µM), for the others: top-dose activity change, negative = substrate turnover. actives 0.01% (n = 390,000). AID 588456; note: potency is the fitted concentration of half-maximal effect; % is set by controls: 0 for no effect and ±100 for the full control effect; nearly all actives have a fitted effect of over 50% in size
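Rat TrxR1, dispensed at 90 nM, was prereduced with 400 uM NADPH (final) for 5 min at ~22 deg C, then incubated with compound 15 min before 400 uM selenite. A first-read NADPH fluorescence drop versus no-compound background flagged substrates.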
Starred values were filed as active, the others as inactive; ? = inconclusive; / = not tested or not shown; [ ] = dose if it differs, or a comment. Unless noted, calls come from the whole dose curve; as a rule, active = well fitted inhibition curve with a large enough effect; inconclusive = small, poorly fitted or top-dose-only effect; inactive = no such curve, though single readings can be large or run the other way. An excerpt. The share of hits here may be higher or lower than overall.

SMILES | USP1-UAF1 inh | rTrxR1 inhibitor | D2 antag | Pin1 inhibitor | TRHR agonist | TRHR PAM | IDH1 R132H inh | D2 agonist | TrxR1 substrate
COc1ccc(S(=O)(=O)N2CCCC2CNC(=O)C(=O)NCc2ccc(C)cc2)cc1 (stereo not given) | -13% | 2%[57.1 µM] | -8 | 3% | -0.1 | 0 | 0% | 0.4 | 1%[57.1 µM]
CCCCC(=O)Nc1nnc(SCC(=O)NCC2CCCO2)s1 (stereo not given) | -17% | 13% | 1 | -5% | 0.2 | -3 | -5% | -0.3 | 0%
CC1(C)CC(=O)C(C=NCCCN2CCOCC2)=C(O)C1 | 7% | ? | 1 | 3% | 0.2 | 6 | 10% | 1.1 | 8%[57.1 µM]
COc1ccc(CCN(C)C(=O)c2cc(-c3ccc(C)cc3)nc3ccccc23)cc1OC | -1% | -3% | / | 2% | / | / | -4% | / | -9%
O=C(Nc1nc2ccccc2[nH]1)c1ccccc1 | -17% | -15% | -5 | -4% | 0.5 | 2 | 1% | 0.1 | -6%
Cc1ccc(C)c(S(=O)(=O)N2CCCCC2CCNC(=O)C(=O)NCc2ccccc2)c1 (stereo not given) | -11% | 21% | 3 | 13% | -0.4 | -10 | 7% | -1.1 | 4%
CCCNc1nc(C)cc(-c2cc(C(=O)NCc3ccccc3)on2)n1 | -15% | 16%[57.1 µM] | -30 | -3% | 0.7 | 1 | -12% | -0.2 | 9%[57.1 µM]
O=C(N=Nc1c(O)[nH]c2ccc(Br)cc12)c1ccccc1-n1cccc1 | -18% | 12% | 0 | 7% | -0.1 | -11 | 1% | -1.3 | 1%
Cc1ccccc1OCC(=O)Nc1ccc2nc(SCC(=O)N3CCCC3)sc2c1 | -8% | 19% | / | 95%[activator] | 0.8 | -5 | -6% | -1.3 | -3%
Cc1ccc(-n2nc(C)c3onc(C)c3c2=O)cc1 | -10% | 9% | -4 | -1% | -1.3 | -3 | 2% | -1.3 | -7%
CCOc1ccc(N(C(C)C(=O)N2CCCCCC2)S(C)(=O)=O)cc1 (stereo not given) | -10% | 11% | -3 | -13% | -0.3 | -4 | 7% | 0.0 | -4%
Cc1cccc(C)c1NC(=O)CSCC(=O)c1ccc(O)c(O)c1 | -23% | 2% | 2 | -15% | -0.4 | -5 | 4% | -0.8 | 2%[0.457 µM]
Cc1ccc(S(=O)(=O)N2CCOCC2)cc1C(=O)NC1CCN(Cc2ccccc2)CC1 | -4% | -11% | / | 5% | / | / | -4% | / | -6%
COc1ccc(CCNc2oc(-c3ccccc3OC)nc2C#N)cc1 | -13% | 1%[57.1 µM] | 15 | 3% | -0.8 | -4 | 4% | -0.7 | 78%[activator][57.1 µM]
CCc1nc2ccc(C(=O)NCc3ccc(OC)c(OC)c3)cc2nc1CC | -15% | 16%[57.1 µM] | / | -3% | -0.5 | -2 | 5% | / | 0%[57.1 µM]
COc1ccccc1CNC(=O)c1ccc(NC(=O)CC2SC(N3CCCC3)=NC2=O)cc1 (stereo not given) | -12% | 12% | / | -2% | / | / | 10% | / | 3%
Cc1ccc(CNC(=O)c2cn(C)c3ccc(S(=O)(=O)N4CCC(C)CC4)cc3c2=O)cc1 | -23% | 17% | / | -13% | -0.6 | 3 | -10% | -0.8 | -5%
CCC(CC)c1nnc(NC(=O)/C=C/c2ccco2)s1 | -19% | 11% | 10 | -4% | 0.6 | 7 | -2% | 0.6 | 8%
CCc1nn2c(=O)cc(COC(=O)CNC(=O)COc3ccc(C)cc3)nc2s1 | -19% | 10%[57.1 µM] | / | -3% | -0.6 | -7 | 3% | 0.0 | 4%[57.1 µM]
C=CCc1cccc2cc(C(=O)O)c(=O)oc12 | -3% | -12% | 0 | -7% | 0.0 | 1 | -5% | -1.7 | -4%
O=P(COCCOCCOCP(=O)(c1ccccc1)c1ccccc1)(c1ccccc1)c1ccccc1 | -14% | 22% | 8 | -3% | -0.2 | -2 | 5% | 0.0 | 4%
Fc1ccc(-c2ncc3ccccn23)cc1 | -17% | 8%[57.1 µM] | -9 | 10% | -1.0 | -4 | 3% | -0.2 | 4%[57.1 µM]
Cn1cnc2c1c(=O)[nH]c(=O)n2Cc1ccccc1 | -11% | 16% | -1 | 0% | 1.6 | -3 | -3% | 0.0 | 4%
COc1ccc(C(=O)NCCSc2c(C)[nH]c3ccccc23)cc1 | -1% | 10% | / | -3% | -0.3 | -2 | 3% | -1.7 | -6%
N#Cc1cc2c(=O)n3ccccc3nc2n(CCCn2ccnc2)c1=N | -19% | 15% | -16 | 2% | 1.9 | 1 | 7% | -0.1 | 55%[activator]

Eight neighbouring entries already listed, quoted:
SMILES | USP1-UAF1 inh | rTrxR1 inhibitor | D2 antag | Pin1 inhibitor | TRHR agonist | TRHR PAM | IDH1 R132H inh | D2 agonist | TrxR1 substrate
CCC(CC)c1nnc(NC(=O)/C=C/c2ccco2)s1 | -19% | 11% | 10 | -4% | 0.6 | 7 | -2% | 0.6 | 8%
CCc1nn2c(=O)cc(COC(=O)CNC(=O)COc3ccc(C)cc3)nc2s1 | -19% | 10%[57.1 µM] | / | -3% | -0.6 | -7 | 3% | 0.0 | 4%[57.1 µM]
C=CCc1cccc2cc(C(=O)O)c(=O)oc12 | -3% | -12% | 0 | -7% | 0.0 | 1 | -5% | -1.7 | -4%
O=P(COCCOCCOCP(=O)(c1ccccc1)c1ccccc1)(c1ccccc1)c1ccccc1 | -14% | 22% | 8 | -3% | -0.2 | -2 | 5% | 0.0 | 4%
Fc1ccc(-c2ncc3ccccn23)cc1 | -17% | 8%[57.1 µM] | -9 | 10% | -1.0 | -4 | 3% | -0.2 | 4%[57.1 µM]
Cn1cnc2c1c(=O)[nH]c(=O)n2Cc1ccccc1 | -11% | 16% | -1 | 0% | 1.6 | -3 | -3% | 0.0 | 4%
COc1ccc(C(=O)NCCSc2c(C)[nH]c3ccccc23)cc1 | -1% | 10% | / | -3% | -0.3 | -2 | 3% | -1.7 | -6%
N#Cc1cc2c(=O)n3ccccc3nc2n(CCCn2ccnc2)c1=N | -19% | 15% | -16 | 2% | 1.9 | 1 | 7% | -0.1 | 55%[activator]

(further entries)
SMILES | USP1-UAF1 inh | rTrxR1 inhibitor | D2 antag | Pin1 inhibitor | TRHR agonist | TRHR PAM | IDH1 R132H inh | D2 agonist | TrxR1 substrate
O=C(C1=C(O)C(=O)N(c2ncccn2)C1c1cccc(Cl)c1)c1ccco1 (stereo not given) | -20% | -23% | -4 | -5% | 2.8 | 27 | 22% | 1.0 | -2%
Cc1ccc(Nc2ncnc3c2cnn3C)cc1 | -1% | -1% | 7 | 2% | 0.3 | 1 | 4% | 1.5 | -6%
O=C(NCCc1ccco1)c1cc(COc2cccc(C(F)(F)F)c2)on1 | -33% | -1% | 15 | 25% | 3.0 | -4 | 7% | 1.2 | 1%
Cc1cc(NC(=O)c2cnn3cccnc23)n(-c2ccccc2)n1 | -20% | 13% | 6 | 0% | 2.9 | -1 | 6% | 7.7 | 2%
CN(C)C(C)(C)C#CC(O)(c1ccccc1)c1ccccc1 | -15% | 11% | -1 | 0% | 1.0 | -3 | 12% | -0.8 | -4%
CC(C)(C)NC(=O)CSc1nc(-c2ccccc2)cc(=O)[nH]1 | -6% | -2%[57.1 µM] | 0 | ? | -0.1 | -3 | 8% | -0.5 | -4%[57.1 µM]
Cn1nc(-c2ccc(Cl)cc2)c2cc(C(=O)NCCCN3CCOCC3)sc21 | -21% | 6% | / | 3% | 0.7 | 3 | 2% | / | 37%[activator]
CCc1c(C)c2cc(Cl)c(O)c(CN(CC)CC)c2oc1=O | 4% | -116% | 4 | 5% | -0.1 | 38* | 12% | -0.3 | /
COc1ccc(C(=O)Nc2ccc(Cl)cc2C(=O)N2CCOCC2)cc1 | -10% | 9% | 10 | -10% | -0.1 | 2 | 1% | -0.5 | -1%
Cc1cccc(NC(=O)C(C)Oc2ccc(C)nc2[N+](=O)[O-])c1 (stereo not given) | -23% | 10% | / | -1% | / | / | -4% | / | -3%
CC1CCCN(S(=O)(=O)c2ccc(NC(=O)Cn3nnc(-c4ccccc4F)n3)cc2)C1 (stereo not given) | -22% | 13% | 3 | 11% | 0.1 | -2 | 0% | 1.7 | 6%
COc1cc(C(=O)NNC(=O)Cc2cccs2)cc(OC)c1OC | -24% | 8% | / | -4% | / | / | 7% | / | -3%
Cc1c(C)n(CC(O)CN(CCO)CCO)c2ccccc12 (stereo not given) | -19% | 8% | / | -2% | 0.0 | 5 | -8% | / | 14%
Cc1ccc(S(=O)(=O)N(c2ccccc2)C2CCS(=O)(=O)C2)cc1 (stereo not given) | -3% | 2%[57.1 µM] | 6 | 6% | 0.3 | -3 | 2% | -0.6 | 2%[57.1 µM]
CCOC(=O)N1CCC(N2Cc3cccc(C(=O)NCc4ccccc4OC)c3C2=O)CC1 | -12% | -9% | 11 | -3% | -0.3 | -16 | -1% | -0.4 | 3%[57.1 µM]
Cc1ccc(-c2cc(C(=O)N3CCCCCC3)no2)cc1 | -10% | 17% | 9 | 2% | 0.0 | 5 | 11% | -1.2 | 3%
Cc1ccc(S(=O)(=O)c2nnn(CC(=O)Nc3ccccc3C)c2N)cc1C | -8% | 41% | / | ? | 0.4 | -5 | 0% | 1.1 | 10%
Cc1cccc(NC(=O)Cn2c(=O)n(CCc3ccccc3)c(=O)c3ccccc32)c1 | -20% | 20% | / | 2% | 1.0 | 5 | -9% | -0.5 | 5%
O=c1/c(=C/c2ccccc2)sc2nnc(-c3cccs3)n12 | -11% | 5%[57.1 µM] | 3 | -24% | 1.1 | 0 | 10% | 0.6 | 6%[57.1 µM]
CN(Cc1nccn1C)C(=O)C1CCC(=O)N(CCc2ccc(Cl)cc2)C1 (stereo not given) | -10% | 14% | -20 | 2% | 0.3 | 17 | 3% | 0.5 | 5%

Source: PubChem
